Compound activity from PubChem BioAssay.
NPC1 prom act: qHTS Assay for NPC1 Promoter Activators; Potency, µM (top dose mostly 9.22 µM), for inactives: at the top dose activation, most hits filed as activators; Huh7 NPC1 promoter luciferase reporter, 24 h; actives 2.4% (n = 320,000);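 further: potency means the concentration at half of the fitted maximal effect; % of control where 0% means no effect; nearly all actives have a fitted effect of over 60% in size; reporter is driven by a mutant NPC1 promoter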
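Huh7 cells stably carrying NPC1 promoter–luciferase, plated in Opti-MEM with 10% FBS for 2 h, were exposed to compound in DMSO for 24 h at 37 °C; luciferase reagent was added for 10 min and luminescence read.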
Giardia killer: Small Molecules that selectively kill Giardia lamblia: qHTS; Giardia lamblia trophozoite viability; activity change, % at 7.66 µM, hits read low; actives 0.15% (n = 340,000); AID 540267, 2011; in the data active means activity change below about -80%; inconclusive means between about -30% and that limit;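 further: parasites exposed to compound for two days anaerobically before the ATP read; on the % scale 0 is the no-effect control and ±100 the full control effect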
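Luminescent ATP signal served as the viability read-out, measured 15-30 min after adding ATP detection reagent to trophozoites that had been incubated with compounds for 48 hrs at 37 deg C anaerobically at 100 cells/well.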
RORgamma inh: qHTS for inhibitors of ROR gamma transcriptional activity; AID 2551, 2010; Potency, µM (titrated, usually from 53.6 µM), inactives show at the highest dose activity change, negative = inhibition, most hits filed as inhibitors; actives 5.4% (n = 310,000); Drosophila S2 Gal4-RORgamma UAS-luciferase reporter, 20 h; further: potency means the concentration at half of the fitted maximal effect; on the % scale 0 is the no-effect control and ±100 the full control effect; nearly all actives have a fitted effect of over 60% in size
Target sequence (P51450 whole entry, looked up, the tested form may be a part): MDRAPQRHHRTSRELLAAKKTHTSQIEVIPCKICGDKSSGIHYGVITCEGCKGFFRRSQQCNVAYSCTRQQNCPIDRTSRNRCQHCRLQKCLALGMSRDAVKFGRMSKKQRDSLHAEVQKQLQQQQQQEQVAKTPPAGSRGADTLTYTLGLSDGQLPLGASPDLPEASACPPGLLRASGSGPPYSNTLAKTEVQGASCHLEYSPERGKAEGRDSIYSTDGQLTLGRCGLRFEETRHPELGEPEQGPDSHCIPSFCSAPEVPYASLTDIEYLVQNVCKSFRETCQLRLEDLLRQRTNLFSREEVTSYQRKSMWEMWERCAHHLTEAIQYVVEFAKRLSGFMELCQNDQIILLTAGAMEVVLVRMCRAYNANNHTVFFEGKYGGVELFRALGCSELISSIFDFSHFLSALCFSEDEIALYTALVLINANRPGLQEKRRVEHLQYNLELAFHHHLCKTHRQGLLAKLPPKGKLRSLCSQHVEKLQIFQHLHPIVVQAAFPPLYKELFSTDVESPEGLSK
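Luciferase reporter read in Schneider cells carrying Gal4-RORγ (mouse) and UAS-Photinus luciferase; cells given compound 1 h before 700 uM copper sulfate induction, then incubated 20 h at ambient temperature.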
ELG1 genotox: qHTS screen for small molecules that induce genotoxicity in human embryonic kidney (HEK293T) cells expressing luciferase-tagged ELG1; actives 1.3% (n = 330,000); Potency, µM (series often up to 46 µM), for the others: at the top dose activity change, positive = activation, usual class: activators; HEK293T ELG1-luciferase reporter, luminescence, 16 h; further: potency means the concentration at half of the fitted maximal effect; % of control where 0% means no effect; nearly all actives have a fitted effect of over 60% in size
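Genotoxicity was scored as increased ELG1-luciferase reporter signal, measured by ONE-Glo luminescence (30 min, room temperature). Compound or vehicle exposure of the HEK293T reporter cells lasted 16 hr at 37°C.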
Gal4-VP16 FLuc: VP16 counterscreen qHTS for inhibitors of ROR gamma transcriptional activity; AID 2546, 2010; actives 3.5% (n = 310,000); Drosophila S2 Gal4-VP16 UAS-luciferase, luminescence, 20 h; Potency, µM (titrated, usually from 53.6 µM), for inactives: at the top dose activity, negative = inhibition, hits mostly inhibitors;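 further: Gal4-VP16 expression switched on by copper sulfate through the metallothionein promoter; potency means the concentration at half of the fitted maximal effect; on the % scale 0 is the no-effect control and ±100 the full control effect; nearly all actives have a fitted effect of over 50% in size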
Coupling enz: qHTS Assay for Inhibitors of Fructose-1,6-bisphosphate Aldolase from Giardia Lamblia: Coupling assay counterscreen. AID 2472, 2010. coupling enzyme system counterscreen, AmpLite Red fluorescence. activity change, negative = inhibition, % at 58.2 µM, hits read low. actives 0.67% (n = 290,000); in the data active means activity change below about -30%; further: on the % scale 0 is the no-effect control and ±100 the full control effect
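Final compound at 57.5 uM, incubated 10 min at RT with coupling enzyme reagent (glyceraldehyde-3-phosphate), then 20 min with substrate and AmpLite Red detection. Fluorescence read at 525/598 nm; tests interference with the coupling assay, not aldolase inhibition.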
FLuc counter: qHTS profiling assay for firefly luciferase inhibitor/activator using purifed enzyme and Km concentrations of substrates (counterscreen for miR-21 project); Luciferin 4-monooxygenase (Photinus pyralis), P08659; purified FLuc, Km substrates, luminescence inhibition; Potency, µM (highest dose often 57.5 µM), for inactives: at the highest dose activity change, negative = inhibition, most hits filed as inhibitors; actives 6.9% (n = 360,000);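 further: potency means the concentration at half of the fitted maximal effect; plate controls were vehicle for no effect and reference inhibitor for full effect; nearly all actives have a fitted effect of over 55% in size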
Target sequence (P08659 whole entry, looked up): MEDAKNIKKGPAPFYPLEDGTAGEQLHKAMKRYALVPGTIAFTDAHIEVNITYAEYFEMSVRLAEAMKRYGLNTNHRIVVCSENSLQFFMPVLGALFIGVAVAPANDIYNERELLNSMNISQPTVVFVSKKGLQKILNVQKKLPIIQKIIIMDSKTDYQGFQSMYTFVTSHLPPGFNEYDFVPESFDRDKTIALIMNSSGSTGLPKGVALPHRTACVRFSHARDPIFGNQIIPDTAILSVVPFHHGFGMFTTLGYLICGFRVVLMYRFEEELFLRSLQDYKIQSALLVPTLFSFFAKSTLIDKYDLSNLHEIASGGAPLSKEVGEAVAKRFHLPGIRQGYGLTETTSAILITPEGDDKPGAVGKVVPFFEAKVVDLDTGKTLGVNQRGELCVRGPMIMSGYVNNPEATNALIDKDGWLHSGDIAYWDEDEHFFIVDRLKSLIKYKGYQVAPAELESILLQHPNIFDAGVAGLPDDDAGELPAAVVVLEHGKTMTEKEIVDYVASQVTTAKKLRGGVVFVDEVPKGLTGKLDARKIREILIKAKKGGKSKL
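Biochemical qHTS of compounds, final roughly 60 µM downward over six points, against 10 nM purified firefly luciferase using Km concentrations of substrates (10 uM D-luciferin, 10 uM ATP) in Tris acetate pH 7.5 buffer; luminescence output.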
Tb PFK block: qHTS Assay to Find Inhibitors of T. brucei phosphofructokinase; ATP-dependent 6-phosphofructokinase (Trypanosoma brucei brucei), O15648; T. brucei PFK, ADP-Glo luminescence; Potency, µM (top dose mostly 57.5 µM), inactives show top-dose activity, negative = inhibition, most hits filed as inhibitors; actives 0.17% (n = 330,000); AID 485367, 2010;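 further: potency means the concentration at half of the fitted maximal effect; 0% = uninhibited 1x PFK enzyme wells and -100% = no-enzyme wells; nearly all actives have a fitted effect of over 60% in size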
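Compounds were pin-transferred as a titration series up to 57 uM into substrate buffer (0.5 mM F6P, 0.1 mM ATP, pH 8.0), then 1.25 nM PFK was added and reactions ran 45 min before ADP-Glo detection.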
Rab9 prom act: qHTS Assay for Rab9 Promoter Activators; Huh7 Rab9 promoter-luciferase reporter, luminescence, 24 h; Potency, µM (series often up to 9.22 µM), without a hit: at the highest dose activation, negative = inhibition, hits mostly activators; actives 2.8% (n = 320,000); AID 485297, 2010; further: potency means the concentration at half of the fitted maximal effect; % of control where 0% means no effect; nearly all actives have a fitted effect of over 60% in size
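Huh7 cells stably carrying a Rab9 promoter-luciferase reporter, 1500 cells per well in OP-MEM I with 10% FBS, treated with compound 24 hours at 37C. Luciferase activity read by luminescence after 10 minutes with Amplite reagent.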
KCNH2 3.1 inh: qHTS for Inhibitors of KCHN2 3.1: Mutant qHTS; U2OS KCNH2 3.1, thallium flux FluxOr; hits give low values; Potassium voltage-gated channel subfamily H member 2, brain isoform KCNH2 3.1 (human); activity change, % (tested at about 1.8 µM); actives 0.95% (n = 340,000);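 active means maximum activity change below -70%; inconclusive means maximum activity change from -70% to -50%; inactive means maximum activity change above -50%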;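 further: thallium influx rate constant from kinetic fluorescence after stimulation buffer; on the % scale 0 is the no-effect control and ±100 the full control effect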
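Thallium flux via FluxOr fluorescence (Red40 quencher, 45 min loading) in U2OS cells virally expressing the KCNH2 3.1 isoform (1.77 x 10^8 /mL virus, overnight at 37 C). Rate constants from 2-min kinetic reads post-stimulation, normalised to positive and negative controls.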
uPA surface inh: qHTS for Inhibitors of Cell Surface uPA Generation | cell surface uPA generation assay, qHTS | Potency, µM (top dose mostly 38.3 µM), without a hit: at the highest dose activity change, negative = inhibition, actives largely listed as inhibitors | actives 0.31% (n = 330,000) | AID 540303, 2011; active means well fitted inhibition curve with a large enough effect; inconclusive means small, poorly fitted or top-dose-only effect; inactive means no such curve, though single readings can be large or run the other way; tested in mouse RAW 264.7 cells; further: potency means the concentration at half of the fitted maximal effect; on the % scale 0 is the no-effect control and ±100 the full control effect; nearly all actives have a fitted effect of over 55% in size
The depositor's hits bear a star. Unless noted, the call rests on the fitted dose curve; in most records, active means well fitted curve in the direction sought with a large enough effect; inconclusive means small, poorly fitted or top-dose-only effect, or another doubt; inactive means no such curve, though single readings can be large; an effect the other way counts as inactive or inconclusive. Not a hit list; 14% or so of the library scored in one or more.

For COc1ccc(N(CC(=O)NC2CCCC2)C(=O)Cn2nnc(-c3ccc(C)o3)n2)c(OC)c1 the results were NPC1 prom act 2%, Giardia killer -1, RORgamma inh 7%, ELG1 genotox -1%, Gal4-VP16 FLuc 22%, Coupling enz 0, FLuc counter -3%, Tb PFK block -3%, Rab9 prom act 3%, KCNH2 3.1 inh -10 and uPA surface inh 0%.
`CC(C)(C)N1CC(c2nc3ccccc3n2Cc2ccccc2)CC1=O` (centres undefined) gave NPC1 prom act 2%, Giardia killer -8, RORgamma inh -9%, ELG1 genotox -3%, Gal4-VP16 FLuc 13%, Coupling enz 1, FLuc counter -2%, Tb PFK block 4%, Rab9 prom act 2% and KCNH2 3.1 inh 13.
`CCOc1cccc(NC(=O)Cc2cccs2)c1` gave NPC1 prom act 17%, Giardia killer -16, RORgamma inh 43%, ELG1 genotox 8%, Gal4-VP16 FLuc 27%, Coupling enz -1, FLuc counter -19%, Tb PFK block -3%, Rab9 prom act 11%, KCNH2 3.1 inh -13 and uPA surface inh 1%.
`CN1/C(=C\C(=O)Nc2cccc(Cl)c2)C(C)(C)c2ccccc21` gave NPC1 prom act -4%, Giardia killer -12, RORgamma inh inconclusive, ELG1 genotox 0%, Gal4-VP16 FLuc inconclusive, Coupling enz -3, FLuc counter -17%, Tb PFK block -4%, Rab9 prom act -1% and uPA surface inh 0%.
CC(=O)Nc1ccc(SCC(=O)OCC(=O)NC(=O)NCc2ccco2)cc1 was read as NPC1 prom act -1%, Giardia killer -18, RORgamma inh -1%, ELG1 genotox 1%, Gal4-VP16 FLuc -3%, Coupling enz 0, FLuc counter 0%, Tb PFK block -1%, Rab9 prom act -12%, KCNH2 3.1 inh -4 and uPA surface inh 3%.
Cc1c(Cl)cccc1NC(=S)N(C)CCC#N was read as NPC1 prom act -3%, Giardia killer -1, RORgamma inh -33%, ELG1 genotox 0%, Gal4-VP16 FLuc -10%, Coupling enz 5, FLuc counter 0%, Tb PFK block 0%, Rab9 prom act -6%, KCNH2 3.1 inh -4 and uPA surface inh -1%.
For Cc1ccc(C(=O)OCC(=O)NCc2cccs2)s1 the results were NPC1 prom act 1%, Giardia killer -1, ELG1 genotox 1%, FLuc counter inconclusive, Tb PFK block -8%, Rab9 prom act 1%, KCNH2 3.1 inh -4 and uPA surface inh 0%.
For COc1ccc(/C=C2\SC(=S)N(N3C(=O)CCC3=O)C2=O)cc1O the results were NPC1 prom act -2%, Giardia killer 2, RORgamma inh -26%, ELG1 genotox 0%, Gal4-VP16 FLuc -23%, Coupling enz 0, FLuc counter inconclusive, Tb PFK block -8%, Rab9 prom act -1%, KCNH2 3.1 inh -16 and uPA surface inh -4%.
`Cc1ccc(C(=O)NC(=C(Cl)Cl)S(=O)(=O)c2ccccc2)cc1` gave NPC1 prom act -6%, Giardia killer 20, RORgamma inh -10%, ELG1 genotox -8%, Gal4-VP16 FLuc -11%, Coupling enz 0, FLuc counter inconclusive, Tb PFK block 5%, Rab9 prom act 1%, KCNH2 3.1 inh 17 and uPA surface inh inconclusive.
`O=C(NNC(=O)c1ccc(Cl)s1)c1csc(N2CCOCC2)n1` gave NPC1 prom act 1%, Giardia killer 11, ELG1 genotox 0%, FLuc counter inconclusive, Tb PFK block 12%, Rab9 prom act 0%, KCNH2 3.1 inh -3 and uPA surface inh 2%.
`COc1ccc(C2CC(=O)C(C=NCC(C)C)=C(O)C2)cc1` (centres undefined) gave NPC1 prom act 8%, Giardia killer -15, RORgamma inh inconclusive, ELG1 genotox -5%, Gal4-VP16 FLuc 17%, Coupling enz -2, FLuc counter 0%, Tb PFK block 0%, Rab9 prom act 0%, KCNH2 3.1 inh 2 and uPA surface inh 5%.
Screening O=C(Nc1nc2ccccc2s1)C1CCCN1S(=O)(=O)c1ccc(Cl)cc1 (centres undefined) returned NPC1 prom act 1%, Giardia killer -2, RORgamma inh -1%, ELG1 genotox -7%, Gal4-VP16 FLuc -18%, Coupling enz -1, FLuc counter -3%, Tb PFK block -9%, Rab9 prom act 0%, KCNH2 3.1 inh -8 and uPA surface inh -2%.
For Cc1cn2c(=O)c(C(=O)N3CCN(c4ccccc4F)CC3)cnc2s1 the results were NPC1 prom act -2%, Giardia killer 11, ELG1 genotox 0%, FLuc counter 6%, Tb PFK block 0%, Rab9 prom act -4%, KCNH2 3.1 inh 6 and uPA surface inh -2%.
Cc1c(N(C)C(=O)c2ccco2)c(=O)n(-c2ccccc2)n1C was read as NPC1 prom act -5%, Giardia killer -10, RORgamma inh -27%, ELG1 genotox -5%, Gal4-VP16 FLuc -10%, Coupling enz -1, FLuc counter 3%, Tb PFK block -5%, Rab9 prom act -3%, KCNH2 3.1 inh 4 and uPA surface inh 1%.
For CCCC(=NCc1ccccc1)C1=C(O)C(C(=O)OC)C(C)(C)CC1=O (centres undefined) the results were NPC1 prom act -2%, Giardia killer -1, RORgamma inh -14%, ELG1 genotox -1%, Gal4-VP16 FLuc 1%, Coupling enz 2, FLuc counter -7%, Tb PFK block -3%, Rab9 prom act -14%, KCNH2 3.1 inh 0 and uPA surface inh -1%.
CC1CCCC(NC(=O)CCNS(=O)(=O)c2ccc(Br)cc2)C1C (centres undefined) was read as NPC1 prom act -8%, Giardia killer 3, RORgamma inh 26%, ELG1 genotox -5%, Gal4-VP16 FLuc -3%, Coupling enz 3, FLuc counter -17%, Tb PFK block -6%, Rab9 prom act -1%, KCNH2 3.1 inh 19 and uPA surface inh inconclusive.
CCCNC(=O)c1ccc(N2CCC3(CC2)CC(c2ccc(Cl)cc2)=NO3)c([N+](=O)[O-])c1 was read as NPC1 prom act 1%, Giardia killer -27, RORgamma inh 20%, ELG1 genotox 5%, Gal4-VP16 FLuc -10%, Coupling enz 1, FLuc counter -1%, Tb PFK block 5%, Rab9 prom act -8%, KCNH2 3.1 inh -84* and uPA surface inh 14%.
For CC(C)[C@H](Nc1ccc(S(=O)(=O)N2CCOCC2)cc1[N+](=O)[O-])C(=O)OCC(N)=O the results were NPC1 prom act -2%, Giardia killer 1, RORgamma inh 36%, ELG1 genotox 5%, Gal4-VP16 FLuc 7%, Coupling enz 1, FLuc counter -2%, Tb PFK block 5%, Rab9 prom act 3%, KCNH2 3.1 inh -19 and uPA surface inh 1%.
For O=C(O)C1CCN(S(=O)(=O)c2cccc3nonc23)CC1 the results were NPC1 prom act -2%, Giardia killer 19, RORgamma inh -7%, ELG1 genotox 0%, Gal4-VP16 FLuc 4%, FLuc counter 1%, Tb PFK block 2%, Rab9 prom act -10%, KCNH2 3.1 inh 2 and uPA surface inh -8%.
Screening CC(C)CNC(=S)NC1CC2CCCC(C1)N2C1CCCCC1 (centres undefined) returned NPC1 prom act -4%, Giardia killer -17, RORgamma inh 1%, ELG1 genotox 2%, Gal4-VP16 FLuc 5%, Coupling enz 2, FLuc counter 1%, Tb PFK block -3%, Rab9 prom act 1%, KCNH2 3.1 inh 0 and uPA surface inh 11%.
For Cc1cc(C)c(C)c(Oc2ncnc(N)c2[N+](=O)[O-])c1 the results were NPC1 prom act 1%, Giardia killer -2, RORgamma inh 13%, ELG1 genotox -2%, Gal4-VP16 FLuc -2%, Coupling enz 4, FLuc counter 4%, Tb PFK block -6%, Rab9 prom act -3%, KCNH2 3.1 inh -4 and uPA surface inh 2%.
COc1ccc(-n2c(=S)[nH]c3c(oc4ccccc43)c2=O)cc1 was read as NPC1 prom act 11%, Giardia killer -8, RORgamma inh 2.8µM*, ELG1 genotox 2%, Gal4-VP16 FLuc 4.5µM*, Coupling enz -3, FLuc counter -19%, Tb PFK block 2%, Rab9 prom act 10%, KCNH2 3.1 inh 46 and uPA surface inh 1%.
Screening CCOC(=O)[C@@H]1[C@H]2COc3cc(OC)ccc3[C@H]2N2C(=O)N(c3ccccc3)C(=O)[C@]12C returned Giardia killer -17, ELG1 genotox 1%, Tb PFK block 3%, KCNH2 3.1 inh 2 and uPA surface inh 5%.
For CCCC(=O)N(c1ccc(OC)cc1)C1C=CS(=O)(=O)C1 (centres undefined) the results were NPC1 prom act 1%, Giardia killer 7, RORgamma inh -10%, ELG1 genotox 2%, Gal4-VP16 FLuc -3%, Coupling enz 1, FLuc counter 3%, Tb PFK block -5%, Rab9 prom act -14%, KCNH2 3.1 inh 3 and uPA surface inh 5%.
CC(=O)NC(O)C(=O)c1ccco1 (centres undefined) was read as NPC1 prom act -1%, Giardia killer -9, RORgamma inh -8%, ELG1 genotox 1%, Gal4-VP16 FLuc -5%, Coupling enz 0, FLuc counter 4%, Tb PFK block 2%, Rab9 prom act 0%, KCNH2 3.1 inh -4 and uPA surface inh 0%.
